Screening data as filed in PubChem BioAssay.
RAD54 branch = inhibitors of human RAD54 branch migration, primary screen, biochemical, fluorescence, single point; RAD54 Holliday junction branch migration, FAM/BHQ fluorescence; inhibition, % at 10.4 µM; actives 0.14% (n = 360,000);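 active = mean normalized replicate activity at least 40 and at least half of replicates scoring 40 or more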;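 note: 0% = median of neutral control wells and 100% = median of positive control wells; inhibitors cause a drop in the FAM fluorescence signal; in these data hits start at about 50%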
* hit, by the source's call. A portion of the library; count on the stated rates, not on these rows.

SMILES | RAD54 branch
COc1ccc(C2C(C#N)=C(N)OC3=C2C(=O)CC(C)(C)C3)c(OC)c1OC (configuration not stated) | 7
Cc1nnc(SCc2cc(=O)[nH]c(N3CCCCC3)n2)s1 | -10
Cc1cccc(N/C(N)=N/c2nc3c(c(=O)[nH]2)CCCC3)c1 | -5
COc1ccc(C(C)=O)c2c1OCCO2 | -2
COc1ccc(-n2c(SCC(=O)Nc3ccc(C(=O)O)cc3)nnc2-c2cccs2)cc1 | 8
CCOC(=O)C1(S(=O)(=O)c2ccc(Cl)cc2)CCN(Cc2ccc(Cl)cc2)CC1 | 5
CCOC(=O)N1CCN(C(=O)c2cn(C)c3ccc(S(=O)(=O)N4CCCC4)cc3c2=O)CC1 | -3
Cc1cc(C)c(O)c(-c2cc(C(=O)NCc3ccccc3)[nH]n2)c1 | -3
COc1ccc(NC(=O)C2(N(CC(C)C)C(=O)Cn3nnnc3N)CCCCC2)cc1 | 10
CCN1C(=O)CS/C1=C(\C#N)S(=O)(=O)c1ccccc1 | -1
O=C(Nc1ccc2c(c1)OCO2)C1CCCN(S(=O)(=O)c2cccs2)C1 (configuration not stated) | 0
Cc1ccc(-c2nc3ccccc3[nH]2)cc1NC(=O)/C=C/c1ccco1 | 1
Cc1ccc(-c2nnn(CC(=O)NC3CCCc4ccccc43)n2)cc1 (configuration not stated) | 3
CCn1c2ccccc2c2cc(NC(=O)CSc3nnc(-c4cccc(OC)c4)n3N)ccc21 | 6
CCOC(=O)c1ccc(-n2cncn2)nc1 | 10
Cc1cc(C)cc(Nc2cc(=O)n(C3CCCCC3)c(=O)[nH]2)c1 | 0
CC(C)c1nc(-c2ccccc2)c(-c2ccccc2)[nH]1 | 0
O=C(CCn1c(=O)c2ccccc2n(CC(=O)NCCC2=CCCCC2)c1=O)NCc1ccco1 | -4
CCOc1ccc(NC(=O)C2C3C=CC4(O3)C2C(=O)N(Cc2cccnc2)C4C(=O)NC2CCCCC2)cc1 (configuration not stated) | 1
O=C(O)CCc1ccc(-c2ccccc2)n1-c1ccc(C(=O)O)cc1 | -1
CCC(c1nnnn1C1CCCCC1)N(Cc1ccco1)Cc1cc2ccc(OC)cc2[nH]c1=O (configuration not stated) | -3
CCOCCOC(=O)C1=C(C)Nc2ccc(C)cc2S1 | 8
N/C(CC(=O)Nc1cccc(C(F)(F)F)c1)=N/O | -15
Cc1ccc(-c2csc(NC(=O)c3cccs3)n2)cc1 | 3
CSc1c(CC(=O)Nc2ccccc2Cl)n(Cc2ccccc2)c2ccccc12 | 1
Other structures
SMILES | RAD54 branch
CCc1nc(NCCCn2ccnc2)c2oc3ccccc3c2n1 | 0
CCOC(=O)/C(C#N)=C1\Nc2ccccc2N=C1N(CC(C)C)CC(C)C | -10
Cn1c(=O)n(Cc2ccccc2F)c2ccccc21 | -11
CC(C)n1c(=O)c2c(O)cc(=O)oc2c2ccccc21 | -4
CC(C)(C)S(=O)(=O)c1ccc2nc3c(n2c1)CCCC3 | 2
CC(C)(CNS(=O)(=O)c1ccc(F)cc1)CNS(=O)(=O)c1ccc(F)cc1 | -3
O=C(c1ccc2c(c1)OCO2)[C@@H]1[C@@H]2C(=O)N(C3CCCCC3)C(=O)[C@@H]2C2c3ccccc3C=CN21 (some centres not stated) | -2
Cc1cccc(C)c1NC(=O)CSc1nnc(Cc2ccccc2)o1 | 0
CCNC(=O)CC1SC(=Nc2cccc(Cl)c2C)N(C)C1=O (configuration not stated) | -4
N#Cc1nc(COc2ccc(Cl)cc2)oc1N1CCN(Cc2ccccc2)CC1 | -1
COc1ccccc1-c1n[nH]c2c1[C@H](C)CC[C@H]2C(C)C | -3
COc1ccc(-c2nnc3c4ccccc4c(C)nn23)cc1S(=O)(=O)N1CCN(CCO)CC1 | -2
Cn1c(=O)c(C(=O)CN2CCCc3ccccc32)c(N)n(Cc2ccccc2)c1=O | -8
CCC(c1nnnn1Cc1ccco1)N(Cc1cc2cc(OC)ccc2[nH]c1=O)C1CCCCC1 (configuration not stated) | 2
Cc1noc(C)c1S(=O)(=O)Nc1ccc(C(=O)NCCc2ccccc2)cc1 | 7
CCCCn1c(=O)c2ccccc2c2ccccc2c1=O | -52
CC/C(=N\O)c1ccc(OC)c(OC)c1 | -14
O=C(COc1cc(=O)n2c(n1)SCCC2)c1ccccc1 | 10
COC(=O)C1=C(N)Oc2cc(C)n(C)c(=O)c2C1c1ccc(Cl)cc1 (configuration not stated) | 12
CCCCOC(=O)CSc1nc(N)c(C#N)c(-c2ccc(OC)cc2)c1C#N | 2
Cc1ccc(NC(=O)c2sc3nc4c(c(-c5ccco5)c3c2N)CCC4)cc1 | -3
C=CCSc1nc(Cc2ccc(Cl)cc2)nc2ccccc12 | -8
O=C(CN1C(=O)c2cccc3cccc1c23)NCC1CCCO1 (configuration not stated) | -4
O=C(CSc1nnc(C2CC2)n1-c1ccccc1)NCCc1ccccc1 | -2
COc1ccc2c(c1)[nH]c1c(=O)n(CCc3cnc[nH]3)cnc12 | 4
(cont.)
SMILES | RAD54 branch
N#CC(=C1CCCC1)c1nc(-c2ccc(Cl)cc2)cs1 | 8
COC(=O)c1oc2ccc(Br)cc2c1NC(=O)CN1CCN(C)CC1 | -14
Cc1nc2c(-c3ccccc3)c(C)nn2c(C)c1CC(=O)O | 4
COCn1c(-c2cccc(Br)c2)nc2ccccc21 | -16
CCOC(=O)NC1(C(F)(F)F)C(=O)N(Cc2ccccc2)C2=C1C(=O)CC(C)(C)C2 (configuration not stated) | -13
Cc1cc(CC(C)C)n(-c2nc3ccccc3c(=O)n2OCC(N)=O)n1 | -3
COc1ccc2[nH]c(=O)c(C(c3nnnn3C3CCCC3)N3CCN(Cc4ccc5c(c4)OCO5)CC3)cc2c1 (configuration not stated) | -10
Cc1nc2ccc(N)cc2c(=O)n1Cc1ccc(Cl)cc1 | 8
Cc1c(Br)c([N+](=O)[O-])nn1CC(=O)NCc1ccccn1 | -4
CCOC(=O)Nc1ccccc1N1C(=O)c2ccccc2C1=O | -5
CCOC(=O)c1sc(N)nc1C(C)C | -7
CCc1ccc(C(=O)NCC2COc3ccccc3O2)o1 (configuration not stated) | 9
CC(O)(C#CCN1CCCCC1)c1ccccc1 (configuration not stated) | 3
CCOC(=O)c1c(NC(=O)C2c3ccccc3Oc3ccccc32)sc(C(N)=O)c1C | 7
COc1ccc(C=C(C(C)=O)C(C)=O)cc1OC | -8
Cc1cc(S(=O)(=O)N(C)CCc2ccccc2)ccc1-n1cnnn1 | 2
O=C(O)CCSCc1ccccc1F | 3
CN(CC(=O)NC1CCCCC1)S(=O)(=O)c1ccc(Cl)cc1 | 5
CCOC(=O)C(CC)Sc1ncnc2nc[nH]c12 (configuration not stated) | 0
O=C(Nc1cnc2ccccn2c1=O)c1ccc(F)cc1 | 6
COc1ccc(C2NC(=O)NC(C)=C2C(C)=O)cc1 (configuration not stated) | 10
Oc1ccccc1Oc1ncc(Br)c(N2CCOCC2)n1 | 6
CCc1nc(NCC2CCCN2CC)c2nnn(Cc3ccccc3F)c2n1 (configuration not stated) | 4
CNC(=S)N(Cc1ccc(OC)cc1)C1CC(=O)N(c2ccc(Cl)cc2)C1=O (configuration not stated) | 5
COc1ccc2c(c1OC)C(=O)N1N=C(c3ccccc3)CC21 (configuration not stated) | 0
Later entries
SMILES | RAD54 branch
O=C(CSCCO)Nc1cccc2ccccc12 | -7
CC(C)OC(=O)CC(=O)CSc1nc2c(cc1C#N)CCCC2 | 4
O=C(NCc1ccco1)c1cc(C(=O)C2CC2)c[nH]1 | 5
Cc1ccc(S(=O)(=O)N2CCC(C(=O)NC3CCCCCC3)CC2)cc1 | 5
COc1ccc(C(=O)NCCNC(=O)c2cc(OCC(F)(F)F)ccc2OCC(F)(F)F)cc1 | -1
COC(=O)C1=C(C)N(C)C(C)=C(C(=O)OC)C1c1ccc(F)c(Br)c1 | -8
O=C(CCSCCc1ccccn1)Nc1ccccn1 | -1
CCOC(=O)N1CCN(C(=O)CN(c2cccc(OC)c2)S(C)(=O)=O)CC1 | -2
Cc1ccnc2ccc(-c3nc4ccccc4o3)cc12 | 9
O=C(NNC(=O)c1ccccc1-n1cccc1)c1ccccc1 | -2
Cc1ccc2nc3c(cc(C(=O)NCCN4CCOCC4)c(=N)n3CCCN3CCOCC3)c(=O)n2c1 | 66*
CCCC(=O)Nc1ccc2oc(-c3ccc(OC)c(Br)c3)nc2c1 | -13
CCSc1ncc(/C=N/Nc2ccc(F)cc2)n1C | -20
Cc1cc(-n2c(=O)c(C#N)cc3c(=O)n4cccc(C)c4nc32)no1 | -1
CCC(Sc1nc(=O)cc(N)n1-c1ccccc1)C(=O)Nc1cc(C)on1 (configuration not stated) | -5
Clc1ccc(NNc2ccnc3cc(Cl)ccc23)cc1 | -1
CNC(=O)c1csc(-c2ccccc2)n1 | -3
COCC(=O)NC1CCN(CC(=O)Nc2ccc(OC)cc2[N+](=O)[O-])CC1 | 3
COc1ccc(C2CC(O)(C(C)(C)O)NO2)cc1 (configuration not stated) | 8
COc1cccc(F)c1C(=O)NC(=O)Nc1ccc2nc(C)oc2c1 | -10
O=C1CC(C2CCCO2)C(=O)N1c1ccccc1 (configuration not stated) | 7
O=C1CCCN1c1cccc(Br)c1 | -20
CCn1c(COc2ccccc2C)nnc1SCC(=O)CC(=O)Nc1ccccc1 | 0
Cc1cnn(-c2ccc3nnc(-c4ccc(Cl)cc4)n3n2)c1 | 10
Cc1ccc(CNC(=O)/C=C/c2ccccc2Cl)cc1 | -2
Further results:
SMILES | RAD54 branch
O=C(COC(=O)CC1CCCC1)Nc1cc2c(cc1Cl)C(=O)c1ccccc1C2=O | 7
CC1=NN(c2nc(-c3ccccc3)cs2)C(=O)C1 | 11
COCC(C)NC(=O)CSc1nc(-c2ccccc2)c(-c2ccccc2)o1 (configuration not stated) | -1
COc1cc2cc(CN(C(=O)Nc3ccccc3)C3CCCC3)c(=O)[nH]c2cc1OC | 5
CCOc1ccc2nc(SC3CC(=O)N(c4ccccc4)C3=O)sc2c1 (configuration not stated) | -2
O=C(NNc1ccccn1)C(=O)NNS(=O)(=O)c1ccc(Cl)cc1 | 7
C=C(C)C1Cc2c(C)nn(-c3ccccn3)c2C1 (configuration not stated) | -7
Cc1cc(NC(=O)CSc2ccc3c(c2)OCCO3)no1 | 3
Cc1cc(C)n(Cc2ccccc2Cl)n1 | -7
Cc1onc(-c2c(F)cccc2Cl)c1C(=O)Nc1nnc(C2CC2)s1 | -1
O=C(O)c1ccc(NS(=O)(=O)c2cc(C(=O)O)ccc2Br)cc1 | 10
O=C1c2ccccc2C(=O)N1CCc1csc(-c2cccc(Cl)c2)n1 | 2
C=CCn1c(N)c(C(=O)NCC2CCCO2)c2nc3ccccc3nc21 (configuration not stated) | 14
C/C(=C\C(=O)c1ccc(Br)cc1)NCc1ccc(C)cc1 | -10
CN(C)c1ccc(P(=O)(OCc2ccccc2)C(O)c2cccnc2)cc1 (configuration not stated) | -1
COc1ccc(CNC(=O)c2csc(Cc3ccc(OC)cc3)n2)cc1 | -18
COC(=O)c1sc(NC(=O)c2ccoc2C)nc1C | 1
CCCCn1c(=O)c(C(=O)OCC)c(O)c2ccccc21 | -2
CN(C)CCOc1ccccc1C(C)(C)C | 0
Cc1nnc(NC(=O)Nc2cccc(Cl)c2)s1 | -6
O=C(NC1CCCCC1)NC1CC2CCCC(C1)N2C1CCCC1 (configuration not stated) | -10
COC(=O)c1cn(C(=O)OC)c2ccccc12 | -3
Cc1nn(C(=O)c2cccnc2)c(C)c1C | -7
O=C1/C(=C/c2ccc([N+](=O)[O-])cc2)C=C(c2ccccc2)N1c1ccccc1 | 9
COc1ccc(-n2c(Cc3cc(=O)[nH]c(=O)[nH]3)nnc2SCc2ccccc2)cc1 | -11
(next part)
SMILES | RAD54 branch
COc1ccc(CNC(=O)CSCc2cnn(-c3ccccc3)c2-n2cccc2)cc1 | -6
Cc1ccc(C)n1NC(=O)c1ccccc1Cl | 6
O=C(C1CCCCC1)N1CCC(c2nc3c(nnn3Cc3c(F)cccc3Cl)c(=O)[nH]2)CC1 | -9
Cc1cc(OC(C)C(=O)N(Cc2ccco2)C2CCS(=O)(=O)C2)cc(C)c1Cl (configuration not stated) | -10
Cn1cc(C(=O)c2ccc(Cl)cc2Cl)cc1C(=O)O | -7
O=C(NCC(=O)N(CC1CCCO1)C(C(=O)NC1CCCCC1)c1ccc(F)cc1)c1ccco1 (configuration not stated) | -1
COc1ccc(C(=O)NCCCCCC(=O)O)cc1OC | -10
Cc1nn(-c2ccccc2)c2[nH]c(=O)c(CNCCN3CCOCC3)cc12 | -4
CCCNC(=O)c1ccccc1NC(=O)CSCc1ccc(OC)cc1 | 9

Molecules listed so far with fluorine, in the order listed:
SMILES | RAD54 branch
N/C(CC(=O)Nc1cccc(C(F)(F)F)c1)=N/O | -15
Cn1c(=O)n(Cc2ccccc2F)c2ccccc21 | -11
CC(C)(CNS(=O)(=O)c1ccc(F)cc1)CNS(=O)(=O)c1ccc(F)cc1 | -3
CCOC(=O)NC1(C(F)(F)F)C(=O)N(Cc2ccccc2)C2=C1C(=O)CC(C)(C)C2 (configuration not stated) | -13
O=C(O)CCSCc1ccccc1F | 3
O=C(Nc1cnc2ccccn2c1=O)c1ccc(F)cc1 | 6
CCc1nc(NCC2CCCN2CC)c2nnn(Cc3ccccc3F)c2n1 (configuration not stated) | 4
COc1ccc(C(=O)NCCNC(=O)c2cc(OCC(F)(F)F)ccc2OCC(F)(F)F)cc1 | -1
COC(=O)C1=C(C)N(C)C(C)=C(C(=O)OC)C1c1ccc(F)c(Br)c1 | -8
CCSc1ncc(/C=N/Nc2ccc(F)cc2)n1C | -20
COc1cccc(F)c1C(=O)NC(=O)Nc1ccc2nc(C)oc2c1 | -10
Cc1onc(-c2c(F)cccc2Cl)c1C(=O)Nc1nnc(C2CC2)s1 | -1
O=C(C1CCCCC1)N1CCC(c2nc3c(nnn3Cc3c(F)cccc3Cl)c(=O)[nH]2)CC1 | -9
O=C(NCC(=O)N(CC1CCCO1)C(C(=O)NC1CCCCC1)c1ccc(F)cc1)c1ccco1 (configuration not stated) | -1
